# LAP4-GFP MLPCN = modulators of TOR pathway LAP4-GFP in S. cerevisiae; S. cerevisiae LAP4-GFP multiplex, flow cytometry GFP, 3 h; median GFP as percent of DMSO wells; GFP response vs DMSO, % at 10 µM; 0.34% of 320,000 active; AID 2023;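 active means GFP response vs DMSO above a set limit, about the screen mean plus 3 SD, cut at about 150% in these data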
# CIT2-GFP yeast = modulators of TOR pathway CIT2-GFP in S. cerevisiae. S. cerevisiae CIT2-GFP strain, flow cytometry, 3 h; 100 means same as DMSO wells. GFP response vs DMSO, % at 10 µM. 0.065% of 320,000 active. AID 2029;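 active means GFP response relative to DMSO above a set limit, near the screen mean plus 3 SD, cut at about 150% in these data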;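 further: ratio of well median GFP fluorescence to mean of DMSO wells on the plate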
# CR mimetic SO = caloric restriction mimetics inhibiting age-related superoxide in yeast. S. cerevisiae aged cells, superoxide DHE fluorescence; stronger effect = lower value. superoxide response (% of plate mean), % at 10 µM. 0.18% of 330,000 active. AID 2690;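 active means superoxide response under a set limit, about three screen SD below normal, cut at about 65% in these data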;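 further: yeast aged for seven days with compound at 30 °C before DHE staining; 100% = average MFI of all compound-treated wells on the plate with controls excluded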
# GRK2 inh = human GRK2 inhibition via aptamer displacement. bead flow cytometry, FAM-aptamer displacement from GRK2. P25098. inhibition of aptamer binding, % at 10 µM. 0.59% of 330,000 active;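 active means inhibition of aptamer binding above 40%, roughly 3 SD of noise, on plates passing a quality check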;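 further: median bead fluorescence of bound FAM aptamer so fluorescent compounds give negative values; no value below 0 was filed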
# MEP2-GFP yeast = yeast TOR pathway MEP2-GFP modulation | S. cerevisiae MEP2-GFP strain, flow cytometry GFP, 3 h; 100% = DMSO control level | GFP response vs DMSO, % at 10 µM | 0.51% of 330,000 active;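 active means GFP response versus DMSO above a set limit, roughly screen mean plus 3 SD, cut at about 180% in these data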;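 further: median GFP fluorescence of the barcode-gated MEP2-GFP cells per well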
# RPL19A TOR yeast = alters RPL19A-GFP fluorescence in TOR pathway yeast screen. S. cerevisiae RPL19A-GFP strain, flow cytometry, 3 h; stronger effect = lower value. percent response vs DMSO, % at 10 µM. 0.3% of 330,000 active. AID 2025;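 active means percent response vs DMSO below 50%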;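 further: median channel GFP fluorescence of the barcoded RPL19A-GFP strain; ratio of sample median GFP to plate DMSO average so 100% = DMSO; lower means less RPL19A-GFP as with rapamycin TOR inhibition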
# AGP1 TOR yeast = yeast TOR pathway AGP1-GFP modulation. S. cerevisiae AGP1-GFP multiplex flow cytometry, 3 h; GFP as percent of DMSO wells. GFP response vs DMSO, % at 10 µM. 0.02% of 320,000 active. AID 2066;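 active means GFP response relative to DMSO above a set limit, near screen average plus 3 SD, cut at about 150% in these data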;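 further: median GFP channel fluorescence of the gated AGP1 strain per well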
# VLA-4 inh = inhibition in a human VLA-4 binding assay | VLA-4 expressing cells, ligand binding flow cytometry | inhibition, % (about 7 µM as worked out from the volumes in the protocol) | 0.2% of 330,000 active | AID 2557; in the data active means inhibition above about 50%
# Target sequence (P13612 whole entry, looked up): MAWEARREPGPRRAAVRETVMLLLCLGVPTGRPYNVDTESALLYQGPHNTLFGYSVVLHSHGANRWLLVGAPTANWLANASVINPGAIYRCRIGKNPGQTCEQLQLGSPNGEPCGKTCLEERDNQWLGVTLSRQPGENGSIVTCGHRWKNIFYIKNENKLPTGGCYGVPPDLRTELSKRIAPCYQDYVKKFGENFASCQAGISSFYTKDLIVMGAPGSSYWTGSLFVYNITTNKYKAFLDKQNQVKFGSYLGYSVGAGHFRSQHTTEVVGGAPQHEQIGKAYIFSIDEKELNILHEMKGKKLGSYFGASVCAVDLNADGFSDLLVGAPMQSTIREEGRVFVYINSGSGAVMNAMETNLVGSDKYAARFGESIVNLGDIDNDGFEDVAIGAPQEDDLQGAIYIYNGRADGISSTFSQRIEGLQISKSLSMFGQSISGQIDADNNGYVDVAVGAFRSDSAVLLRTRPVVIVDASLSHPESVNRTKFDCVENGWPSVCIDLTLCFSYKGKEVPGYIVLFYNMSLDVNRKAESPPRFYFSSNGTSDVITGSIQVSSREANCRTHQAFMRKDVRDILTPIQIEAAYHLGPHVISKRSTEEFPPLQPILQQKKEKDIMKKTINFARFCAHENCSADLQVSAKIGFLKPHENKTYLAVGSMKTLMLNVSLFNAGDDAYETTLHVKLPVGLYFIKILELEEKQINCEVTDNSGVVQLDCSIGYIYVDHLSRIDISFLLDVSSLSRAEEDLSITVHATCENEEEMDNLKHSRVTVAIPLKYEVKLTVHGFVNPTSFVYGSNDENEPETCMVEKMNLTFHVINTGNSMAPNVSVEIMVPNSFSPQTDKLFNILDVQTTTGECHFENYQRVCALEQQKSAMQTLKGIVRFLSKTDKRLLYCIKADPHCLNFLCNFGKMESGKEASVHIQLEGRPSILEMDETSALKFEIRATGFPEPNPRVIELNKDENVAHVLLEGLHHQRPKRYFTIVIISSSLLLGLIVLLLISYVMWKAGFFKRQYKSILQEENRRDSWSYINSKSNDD
# An asterisk follows results filed as active; · = no result given; [ ] = another dose, or the depositor's remark.
SMILES,LAP4-GFP MLPCN,CIT2-GFP yeast,CR mimetic SO,GRK2 inh,MEP2-GFP yeast,RPL19A TOR yeast,AGP1 TOR yeast,VLA-4 inh
CCN(CC)c1ccc(NC(=O)c2cc(Cl)ccc2OC)cc1,104,107,102,6,107,99,100,0
CC(C)Oc1ccccc1C1NC(=O)CCC1[N+](=O)[O-] (stereo unspecified),93,91,85,3,90,103,96,16
CCC1CCCCN1S(=O)(=O)c1ccc(C(=O)Nc2nnc(-c3cccs3)o2)cc1 (stereo unspecified),101,100,101,0,95,96,96,1
Cc1ccc(C)c(N2CCN(C(=O)CCS(=O)(=O)c3ccc4c(c3)oc(=O)n4C)CC2)c1,101,106,123,0,114,106,104,5
O=[N+]([O-])c1cccc(C2=NCCC(c3ccccc3)O2)c1 (stereo unspecified),128,90,102,2,84,89,78,-25
O=C(CN1CCN(C(=O)c2cccs2)CC1)NC1CCCCC1,106,102,97,2,102,102,110,12
CC(=O)N1CCN(C(=O)CCc2cc(C(C)(C)C)c(O)c(C(C)(C)C)c2)CC1,97,94,102,0,103,98,96,6
CC1(C)C=C2C(=NN(c3ccccc3)C(N)=C2C#N)CO1,92,109,135,11,105,101,91,1
O=C(CN1C(=O)NC2(CCCC2)C1=O)OCc1ccc(Cl)c(Cl)c1,112,121,121,0,108,106,109,3
CCN(c1ccccc1)S(=O)(=O)c1cc(NC(=O)CSc2n[nH]c(=O)[nH]c2=O)ccc1Cl,116,92,115,0,98,97,105,9
O=C1C([N+](=O)[O-])=C(O)c2cccc3cccc1c23,62,85,91,0,85,92,85,-18
CC(=O)Nc1ccc(S(=O)(=O)N2CCN(C3CCCCCCC3)CC2)cc1,92,103,109,0,101,97,96,11
COC(=O)C(CCSC)NC(=O)c1cc2c(n(-c3ccccc3)c1=O)CCCC2=O (stereo unspecified),97,91,111,0,98,102,98,6
CCN(CC)CCOC(=O)c1cccc2c1-c1ccccc1C2O (stereo unspecified),108,96,116,0,106,100,102,25
C=CCn1c(Cc2c(C)[nH]c3ccccc23)nnc1SCC(=O)NCc1ccc(F)cc1,90,92,101,2,88,86,96,4
Cc1nc(NCCc2ccc(S(N)(=O)=O)cc2)c2c3c(sc2n1)CCC3,98,93,100,3,102,91,·,7
COc1ccc(CN(C)S(=O)(=O)c2nnc(NC(=O)c3ccccc3OC)s2)cc1OC,92,100,98,0,98,96,97,18
COC(=O)c1ccc(NC(=O)CSc2nc3ccccc3c(=O)[nH]2)cc1,108,110,98,2,105,104,·,6
O=c1cc(C(F)(F)F)nc(-c2ccccc2)[nH]1,117,112,78,0,119,106,114,-2
CCOC(=O)C(Cc1cc(C(C)=O)ccc1OC(C)C)C(=O)OCC,97,101,110,1,97,93,94,-6
Cc1n[nH]c(=O)c2c(NC(=O)COC(=O)c3ncc(Cl)c(Cl)c3Cl)oc(C)c12,104,101,109,0,102,105,108,-12
COC(=O)c1ccc(NC(C)C(=O)OC)c([N+](=O)[O-])c1 (stereo unspecified),95,106,91,4,99,104,99,-3
Cc1ccc(N(C(=O)c2ccc(S(=O)(=O)N3CCCC3)cc2)C2C=CS(=O)(=O)C2)cc1 (stereo unspecified),116,102,110,0,105,101,109,13
Cn1c(N)c(C(=O)COC(=O)COc2ccc(C#N)cc2)c(=O)n(C)c1=O,70,81,99,0,94,76,64,-1
O=C(O)c1ccc(CN2C(=O)c3ccc(C(=O)O)cc3C2=O)cc1,97,101,87,2,105,102,102,3

# Next part; it opens with the 4 that closed the last part.
SMILES,LAP4-GFP MLPCN,CIT2-GFP yeast,CR mimetic SO,GRK2 inh,MEP2-GFP yeast,RPL19A TOR yeast,AGP1 TOR yeast,VLA-4 inh
COC(=O)c1ccc(NC(C)C(=O)OC)c([N+](=O)[O-])c1 (stereo unspecified),95,106,91,4,99,104,99,-3
Cc1ccc(N(C(=O)c2ccc(S(=O)(=O)N3CCCC3)cc2)C2C=CS(=O)(=O)C2)cc1 (stereo unspecified),116,102,110,0,105,101,109,13
Cn1c(N)c(C(=O)COC(=O)COc2ccc(C#N)cc2)c(=O)n(C)c1=O,70,81,99,0,94,76,64,-1
O=C(O)c1ccc(CN2C(=O)c3ccc(C(=O)O)cc3C2=O)cc1,97,101,87,2,105,102,102,3
Cc1nnc2n(c1=O)N=C(c1ccc(Cl)cc1)CS2,105,102,118,0,110,105,103,17
COc1ccccc1NC(=O)COC(=O)c1c[nH]c2ccccc12,106,102,83,0,101,99,94,12
CCCCN1C(=O)C(=O)NC[C@@H]1CCCCN,104,96,101,1,96,96,90,8
Cc1c(C(=O)O)cccc1-c1ccc(/C=C2\SC(=O)NC2=O)o1,103,91,89,1,103,97,87,-3
COc1cccc(-c2nnc(SCC(=O)Nc3ccc(S(N)(=O)=O)cc3)n2C)c1,95,105,102,7,101,102,104,11
Cc1ccc(C)c(NC(=O)CCC(=O)N2CCOc3ccccc32)c1,104,104,102,1,101,99,103,21
Cc1ccccc1S(=O)(=O)Cc1ccc(C(=O)N(C)C2CCCCC2)o1,101,112,93,0,104,98,103,4
O=C(O)C1CCCCN1C(=O)c1cc2c(s1)CCCCC2 (stereo unspecified),96,98,127,0,98,99,100,20
CC(=O)Nc1ccccc1-c1nnn(CC(=O)Nc2ccc3c(c2)OCCO3)n1,88,97,99,0,87,92,97,8
COc1ccc(/C=N/NC(=O)c2ccoc2C)cc1CN1CCN(c2ccc(F)cc2)CC1,98,102,108,0,112,104,97,8
COc1ccc(C(=O)NC(C(=O)N2CCN(c3ccccc3O)CC2)C(C)C)cc1 (stereo unspecified),99,99,96,3,112,102,100,9
COc1ccc(CNC(=O)COC(=O)c2cccn2C)cc1,94,118,90,1,108,103,105,14
Cc1ccc(-c2nn(-c3cccc(F)c3)cc2CN(Cc2nccn2C)C(C)C)o1,99,85,101,0,92,96,95,-4
O=S1(=O)CCC(NC(=S)NC2CCS(=O)(=O)C2)C1 (stereo unspecified),100,104,107,0,113,105,103,-9
CCCCN(C)C(=O)CCC(=O)Nc1ccc2nc(N3CCN(C)CC3)cc(C)c2c1,104,94,90,0,97,98,101,-3
CC(C)(C)OC(=O)C[C@@H]1C/C=C\C[C@H](CC(=O)N[C@H](CO)Cc2ccccc2)C(=O)N[C@H](Cc2ccccc2)COC1=O,94,94,106,0,100,100,101,-4
COc1cccc(OCc2nc(-c3cccc([N+](=O)[O-])c3)no2)c1,145,86,105,0,99,95,90,5
CCOC(=O)N1CCN(C(=O)CN(c2ccc(OCc3ccccc3)cc2)S(C)(=O)=O)CC1,104,99,127,2,102,98,109,7
O=C1CCN(Cc2ccccc2)C=C1c1ccc2ccccc2c1,111,92,95,0,102,105,108,0
Nc1ccc2c(c1)OC1(CCCC1)O2,118,106,89,0,117,109,111,-214
CCOC(=O)c1c(-c2ccc(C)cc2)csc1NC(=O)C1CC=CCC1C(=O)O (stereo unspecified),92,89,94,4,91,97,89,10
Cn1c(=O)c2c(ncn2CCc2ccccc2)n(C)c1=O,98,94,76,1,92,96,95,33
COc1ccc2nc(Cl)c(C3CC(c4ccco4)=NN3C(=O)CCCC(=O)O)cc2c1 (stereo unspecified),111,99,97,1,99,97,102,1
COc1ccc2cc(CCNC(=O)c3cc4ccccc4o3)c(=O)[nH]c2c1,70,·,92,0,88,94,86,-3
Cc1c(C(=O)NCc2ccccc2)cnn1-c1ccccc1,116,108,96,2,111,108,104,12
# Additional records follow.
SMILES,LAP4-GFP MLPCN,CIT2-GFP yeast,CR mimetic SO,GRK2 inh,MEP2-GFP yeast,RPL19A TOR yeast,AGP1 TOR yeast,VLA-4 inh
COc1ccc(CNc2nc(NCc3ccc(OC)cc3)c3ncn(C4CCCC4)c3n2)cc1,90,84,124,0,94,98,94,8
CCn1c(=O)n(CC(=O)NCC2CCCO2)c(=O)c2c3c(sc21)CCCC3 (stereo unspecified),96,107,103,0,98,99,102,11
CC(=O)NC(C)c1nc2ccccc2n1Cc1ccccc1F (stereo unspecified),96,90,104,3,91,100,102,-8
CC1(C)Cc2cccc(OCC(=O)Nc3cc(S(C)(=O)=O)ccc3Cl)c2O1,104,92,98,11,108,110,107,-2
CN(C)CCCNCC(=O)Nc1ccccc1N1CCOCC1,86,99,107,0,89,87,87,1
CCOc1ccccc1/C=N/NC(=O)c1cc(C(C)C)[nH]n1,98,109,99,1,103,105,101,-3
Cc1cc(C)c(OCCCON2C(=O)CCC2=O)c(Br)c1,103,99,109,1,106,99,97,13
CCn1c(=O)c(C(=O)Nc2ccccc2C)c(O)c2ccccc21,100,104,84,0,102,99,104,-8
COc1ccc(NC(=O)N(Cc2cc3cc(OC)ccc3[nH]c2=O)CC2CCCO2)cc1 (stereo unspecified),92,91,101,2,94,92,96,-1
CS(=O)(=O)Nc1ccc(C(=O)NCc2ccco2)cc1,90,94,112,2,98,96,96,-8
O=C(O)c1cccc(-n2cccc2/C=N/O)c1,97,97,97,54*,101,101,109,-10
O=C1C2C3C=CC(C3)C2C(=O)N1CCCCCCN1C(=O)C2C3C=CC(C3)C2C1=O (stereo unspecified),92,97,100,0,101,99,104,12
O=C(c1ccc(Cl)cc1Cl)N1CCC(c2nc3c(nnn3Cc3ccco3)c(=O)[nH]2)CC1,100,104,115,0,98,95,103,8
O=C1OCC2=C1C(c1ccccc1)CC(=O)N2c1cccc(F)c1 (stereo unspecified),110,92,94,2,109,95,100,-1
COc1cccc(/C=C/c2nc3c(cnn3-c3ccccc3)c(=O)[nH]2)c1,90,86,114,2,127,81,84,-5
COc1ccc2c(c1OC)C(=O)N1c3ccccc3C(=O)N(c3ccccc3)C21 (stereo unspecified),98,96,98,0,103,102,98,1
O=C(COC(=O)CNS(=O)(=O)c1ccc(Br)cc1Cl)NCCc1ccccc1,106,109,114,0,105,101,107,5
O=C(CN(C(=O)CNS(=O)(=O)c1ccccc1)c1ccc2c(c1)OCCO2)NCc1ccco1,96,104,105,0,99,102,108,3
O=C(Nc1ccccn1)C(F)(F)C(F)(F)C(F)(F)C(F)(F)C(=O)Nc1ccccn1,97,90,114,0,127,111,104,15
COc1ccc(-c2cc(C(F)(F)F)nc(N)n2)cc1,96,100,103,2,104,111,90,12
O=C(Nc1cccc(OC(F)(F)F)c1)c1ccc(Br)o1,96,99,78,2,97,97,94,12
Cc1ccc2[nH]c(=O)c(-c3noc(C(C)C)n3)cc2c1,93,100,102,1,101,96,102,-12
Cn1nnnc1SCC(=O)Nc1cc(S(=O)(=O)N2CCCCC2)ccc1Cl,97,94,98,3,105,95,96,-18
COc1ccc(S(=O)(=O)N(CC(=O)O)Cc2ccccc2)cc1OC,93,87,94,0,90,90,87,8
Cc1cc(N)c(NC2=CC(=O)CC(C)(C)C2)cc1C,100,96,87,2,99,95,·,-2
# Next part.
SMILES,LAP4-GFP MLPCN,CIT2-GFP yeast,CR mimetic SO,GRK2 inh,MEP2-GFP yeast,RPL19A TOR yeast,AGP1 TOR yeast,VLA-4 inh
C=CCSC(=S)Nc1c(C)n(C)n(-c2ccccc2)c1=O,107,112,101,0,106,115,112,-1
CCOc1cc(C2C(C(=O)N3CCCCC3)=C(C)NC3=C2C(=O)CC(C)(C)C3)ccc1O (stereo unspecified),101,99,102,3,103,98,100,10
COc1ccccc1CNC(=O)CSC(=S)N1CCCC1,117,89,82,2,92,94,103,3
O=C(c1ccc(Cn2ccc([N+](=O)[O-])n2)cc1)N1CCN(Cc2ccccc2)CC1,105,95,105,0,100,99,105,3
CN1C(=O)N(CN2CCCCC2)C2C1N(C)C(=O)N2CN1CCCCC1 (stereo unspecified),99,105,87,1,105,98,102,10
C=CCSc1nc2[nH]ncc2c(=O)[nH]1,109,96,109,1,113,100,100,15
CSc1nc(Oc2ccc(C)cc2)cc(C(F)(F)F)n1,94,98,112,0,98,94,95,-1
CC1(C)CC(=O)C(C=NCCc2ccc(S(N)(=O)=O)cc2)=C(O)C1,106,112,83,0,102,99,107,-1
COc1ccc(CCNC(=O)CCc2ccc(OC)cc2)cc1,115[may fluoresce green],96[may fluoresce green],100,0,94[may fluoresce green],96[may fluoresce green],101[may fluoresce green],19

# Bioassay records as filed in PubChem BioAssay.
